Assay outcomes: PubChem, National Center for Advancing Translational Sciences (NCATS)
rTrxR1 inhibitor = qHTS Assay for Inhibitors of Mammalian Selenoprotein Thioredoxin Reductase 1 (TrxR1): qHTS; Thioredoxin reductase 1, cytoplasmic (Rattus norvegicus), O89049; recombinant rTrxR1, NADPH fluorescence consumption, selenite substrate; Potency, µM (top dose mostly 114 µM), for the others: at the top dose activity change, negative = inhibition, actives largely listed as inhibitors; actives 1% (n = 390,000); note: % is set by controls: 0 for no effect and ±100 for the full control effect; nearly all actives have a fitted effect of over 65% in size
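Rat TrxR1 (90 nM in the dispensed reagent) was pre-reduced with 400 uM NADPH for 5 min at room temperature, then incubated with compound for 15 min. After 400 uM selenite was added, NADPH fluorescence (Ex 340/Em 450 nm) was followed for 8 min.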
USP1-UAF1 inh = Inhibitors of USP1/UAF1: Primary Screen | AID 743255, 2014 | Potency, µM (titrated, usually from 57.1 µM), inactives show at the highest dose activity change, negative = inhibition, actives largely listed as inhibitors | recombinant USP1/UAF1, Ub-Rhodamine cleavage fluorescence | actives 0.23% (n = 390,000); note: % is set by controls: 0 for no effect and ±100 for the full control effect; nearly all actives have a fitted effect of over 60% in size; inactives centre near -12
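1 nM enzyme complex + cpd, 15 min RT; start with Ub-Rho 150nM final; kinetic fluorescence ex 480/em 540, 6 reads q60 s. Buffer 50mM HEPES pH 7.8, 0.5mM EDTA, 0.1 mg/ml BSA, 1mM TCEP, 0.01% Tween-20.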
IDH1 R132H inh = qHTS for Inhibitors of mutant isocitrate dehydrogenase 1 (IDH1): qHTS; Isocitrate dehydrogenase [NADP] cytoplasmic (Homo sapiens), O75874; IDH1-R132H enzyme, NADPH consumption, diaphorase/resazurin fluorescence; Potency, µM (titrated, usually from 76.6 µM), without a hit: top-dose activity change, negative = inhibition, hits mostly inhibitors; actives 0.093% (n = 390,000); AID 602179, 2012; note: % is set by controls: 0 for no effect and ±100 for the full control effect; nearly all actives have a fitted effect of over 65% in size
Target sequence (O75874 whole entry R132H, stated change not applied): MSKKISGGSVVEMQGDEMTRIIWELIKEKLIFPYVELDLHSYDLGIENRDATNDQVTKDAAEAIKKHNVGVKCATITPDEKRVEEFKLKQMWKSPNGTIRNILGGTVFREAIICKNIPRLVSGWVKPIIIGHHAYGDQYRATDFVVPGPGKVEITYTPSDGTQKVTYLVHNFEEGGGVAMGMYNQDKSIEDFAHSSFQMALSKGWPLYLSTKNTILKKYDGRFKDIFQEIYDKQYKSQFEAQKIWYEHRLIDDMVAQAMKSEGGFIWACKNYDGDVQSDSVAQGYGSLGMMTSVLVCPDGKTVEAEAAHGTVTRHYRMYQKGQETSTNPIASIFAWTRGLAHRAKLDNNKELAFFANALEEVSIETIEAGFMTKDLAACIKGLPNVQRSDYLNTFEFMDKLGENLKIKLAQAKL
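IDH1-R132H (0.5 ug/mL dispensed) in pH 7.5 Tris buffer was preincubated 30 min with compound, then given a substrate mix of 0.016 mM NADPH and 2 mM alpha-KG for 80 min at room temperature; remaining NADPH was read by diaphorase/resazurin fluorescence.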
ALOX12 inh = Primary qHTS assay for inhibitors of human arachidonate 12S-lipoxygenase (ALOX12): Round 2; Polyunsaturated fatty acid lipoxygenase ALOX12 (Homo sapiens), P18054; purified 12hLO, xylenol orange hydroperoxide absorbance; AID 1671190, 2021; Potency, µM (highest dose often 108 µM), for the others: at the highest dose activity change, negative = inhibition, most hits filed as inhibitors; actives 1.1% (n = 580,000); note: % is set by controls: 0 for no effect and ±100 for the full control effect
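Purified human 12hLO (150 nM final) in 25 mM Hepes, 0.01% Triton X-100, pH 7.0 was preincubated 15 min at room temperature with compound. Then 40 uM arachidonic acid was added, 30 min. Hydroperoxide was read by Fe-XO absorbance ratio 573/405 nm.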
RXFP1 ag = qHTS Assay for Agonists of the Relaxin Receptor RXFP1; Relaxin receptor 1 (Homo sapiens), Q9HBX9; HEK293T-RXFP1 cAMP TR-FRET, 30 min; response scale: percent of porcine relaxin response, buffer zero; Potency, µM (series often up to 57.5 µM), for the others: at the highest dose activation, usual class: activators; actives 0.3% (n = 370,000); note: % is set by controls: 0 for no effect and ±100 for the full control effect; nearly all actives have a fitted effect of over 60% in size; many of its hits are not listed in these tables
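HEK293T cells stably expressing RXFP1 were pretreated with the PDE4 inhibitor Ro 20174, exposed to compounds for 30 min at 37C, lysed, and cAMP was read by TR-FRET. Data normalized to buffer (basal) and 29 nM porcine relaxin (100%).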
Vif-APOBEC3G blk = qHTS for Inhibitors of Vif-A3G Interactions: qHTS; HeLa A3G-eYFP + Vif (tagged APOBEC3G with the HIV-1 protein that degrades it), YFP fluorescence, overnight; Potency, µM (titrated, usually from 46.1 µM), inactives show at the highest dose activity, negative = active, usual class: inhibitors; actives 0.076% (n = 410,000); AID 602310, 2012; DNA dC->dU-editing enzyme APOBEC-3G (Homo sapiens), Q9HC16;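 note: % is set by controls: 0 for no effect and ±100 for the full control effect; nearly all actives have a fitted effect of over 60% in size; hits raise eYFP signal because A3G escapes Vif-driven loss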
Target sequence (Q9HC16 whole entry, looked up): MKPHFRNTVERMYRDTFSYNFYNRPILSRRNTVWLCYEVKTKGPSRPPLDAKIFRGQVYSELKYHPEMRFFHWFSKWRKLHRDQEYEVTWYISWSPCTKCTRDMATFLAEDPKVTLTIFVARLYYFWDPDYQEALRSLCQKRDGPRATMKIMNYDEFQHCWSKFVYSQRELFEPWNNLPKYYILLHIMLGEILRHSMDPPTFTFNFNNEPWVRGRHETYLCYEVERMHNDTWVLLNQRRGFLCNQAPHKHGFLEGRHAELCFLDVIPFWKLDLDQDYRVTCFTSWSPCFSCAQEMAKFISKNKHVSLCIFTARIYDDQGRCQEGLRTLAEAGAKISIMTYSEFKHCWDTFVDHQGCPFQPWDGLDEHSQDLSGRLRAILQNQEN
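HeLa cells stably expressing Vif and C-terminally eYFP-tagged A3G, seeded overnight at 37 deg C, then exposed to compound by pintool overnight at 37 deg C. Rise in yellow fluorescence (Ex 488/Em 500-530, Acumen) marks blocked Vif-driven A3G degradation.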
Vif-A3F inh = qHTS for Inhibitors of Vif-A3F Interactions: qHTS; actives 0.2% (n = 390,000); AID 602313, 2012; HeLa A3F-eYFP + Vif (tagged APOBEC3F with the HIV-1 protein that degrades it), YFP fluorescence increase; Potency, µM (highest dose often 46.1 µM), for inactives: at the top dose activity, negative = active; note: % of control where 0% means no effect; nearly all actives have a fitted effect of over 65% in size
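Fluorescence increase (Ex 488/Em 500-530) after overnight compound treatment at 37 deg C flags inhibition of Vif-driven A3F-eYFP loss in stable HeLa A3F-eYFP/Vif cells seeded overnight beforehand.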
TrxR1 substrate = qHTS Assay for Substrates of Mammalian Selenoprotein Thioredoxin Reductase 1 (TrxR1): qHTS; actives 0.01% (n = 390,000); Potency, µM (titrated, usually from 114 µM), for the others: top-dose activity change, negative = substrate turnover; AID 588456, 2011; purified TrxR1 substrate turnover, NADPH consumption readout; note: % is set by controls: 0 for no effect and ±100 for the full control effect; nearly all actives have a fitted effect of over 50% in size
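Rat TrxR1, dispensed at 90 nM, was prereduced with 400 uM NADPH (final) for 5 min at ~22 deg C, then incubated with compound 15 min before 400 uM selenite. A first-read NADPH fluorescence drop versus no-compound background flagged substrates.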
RGS4 inhibitor = Inhibitors of Regulator of G Protein Signaling (RGS) 4: qHTS. Regulator of G-protein signaling 4 (Homo sapiens), P49798. Transcreener GDP fluorescence polarization, RGS4-accelerated GTP hydrolysis. Potency, µM (series often up to 114 µM), without a hit: top-dose activity change, negative = inhibition, hits mostly inhibitors. actives 0.039% (n = 390,000). AID 504845, 2011; note: % is set by controls: 0 for no effect and ±100 for the full control effect; nearly all actives have a fitted effect of over 75% in size; some results filed as inactive show a strong effect at the top dose
Target sequence (P49798 whole entry, looked up): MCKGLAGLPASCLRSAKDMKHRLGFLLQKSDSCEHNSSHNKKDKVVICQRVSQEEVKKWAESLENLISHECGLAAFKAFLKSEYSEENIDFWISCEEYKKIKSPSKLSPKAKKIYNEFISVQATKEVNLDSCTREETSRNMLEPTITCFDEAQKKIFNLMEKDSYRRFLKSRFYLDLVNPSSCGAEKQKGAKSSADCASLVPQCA
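MLSMR compounds (23 nl, pin-transferred) preincubated 10 min at room temperature with a 500nM (2x) first reagent, then RGS4 at 900nM (2x) plus Transcreener GDP mix added; fluorescence polarization (620/688 nm) read before and after 90 min at 30 °C.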
* marks the source's active call; other numbers are inactive results; i = inactive; ? = inconclusive; . = no result given; & = joins results of further samples; [ ] = remark or other dose. Calls come from the whole dose curve; as a rule, active = well fitted curve in the direction sought with a large enough effect; inconclusive = small, poorly fitted or top-dose-only effect, or another doubt; inactive = no such curve, though single readings can be large; an effect the other way counts as inactive or inconclusive. Potency is the fitted concentration of half-maximal effect.

SMILES	rTrxR1 inhibitor	USP1-UAF1 inh	IDH1 R132H inh	ALOX12 inh	RXFP1 ag	Vif-APOBEC3G blk	Vif-A3F inh	TrxR1 substrate	RGS4 inhibitor
CCOC(=O)c1c(C)[nH]c(C)c1S(=O)(=O)NCC(=O)N1CCN(c2ccccc2F)CC1	10%[57.1 µM]	-16%	0%	-2%	0.2%	2%	-10%	-1%[57.1 µM]	3%
Cc1c(C(=O)N2c3ccccc3CC2C)oc2ccccc12 (stereo not given)	6%	-9%	6%	-11%	2.7%	?	-9%	2%	-23%
O=C(c1cccn(Cc2cccc(Cl)c2)c1=O)N1CCOCC1	-9%	-3%	6%	-14%	0.6%	3%	-12%	-8%	-12%
CC(=O)Nc1nc(SCc2ccc(Cl)cc2Cl)n[nH]1	-2%	-5%	1%	-10%	0.2%	1%	1%	1%	-16%
Cc1cc(O)c(C(C)C)cc1NC(=O)Cn1nc(C)c2ccccc2c1=O	11%	-6%	3%	-6%	1.0%	-8%	-2%	-8%	31%
CC1=CC(=O)C=C(C)C1=NOc1ccc([N+](=O)[O-])cc1	?	-3%	7%	?	5.5%	0%	17%	3%	-27%
O=C(CCn1nc(-c2ccccc2)ccc1=O)N1CCCC1	11%	-19%	3%	-15%	0.7%	1%	1%	10%[57.1 µM]	-25%
CC(=O)c1ccc(NC(=O)C(C)NCc2ccccc2Cl)cc1 (stereo not given)	22%	-10%	7%	18%	1.3%	-10%	23%	2%	-1%
CCn1c(SCC(=O)Nc2nc(C)c(C)s2)nc2cccnc21	4%	-22%	-1%	-11%	3.4%	1%	-2%	0%	-6%
COc1ccc(Br)c(/C=N/NC(=O)COc2ccc(-c3ccccc3)cc2)c1	12%	-19%	-3%	32%[activator]	1.6%	-15%	.	2%	-32%
Cc1ccc(C(=O)C(C)OC(=O)C2CCN(c3ccc(C(F)(F)F)cn3)CC2)cc1C (stereo not given)	-5%	-26%	5%	1%	-1.3%	0%	5%	-10%	-24%
CCCn1c(C(C)NC(C)=O)nc2ccccc21 (stereo not given)	18%	-21%	15%	1%	-0.1%	0%	4%	5%	-9%
Cc1ccc(-n2ncc3c(=O)n(CC(N)=O)cnc32)cc1C	22%	-20%	-6%	5%	-1.5%	-1%	-12%	10%	7%
Cc1ccc(-c2[nH]c3ccccc3c2SCCNC(=O)c2ccc(S(=O)(=O)N(C)C)cc2)cc1	10%	-5%	7%	-28%	-2.0%	2%	-26%	-8%	17%
Cc1ccccc1-n1nc2c(c1NC(=O)c1cccs1)CS(=O)(=O)C2	5%	-17%	-13%	-16%	2.0%	-1%	6%	4%	9%
Cc1ccc2c(c1)nnn2C1CCN(CC(=O)NCc2ccccc2F)CC1	-19%	-5%	-6%	4%	-0.7%	0%	2%	-14%	35%
COc1cccc(NC(=O)CN2C(=O)c3cccnc3Oc3ccc(Cl)cc32)c1	7%[57.1 µM]	-12%&-6%	16%&1%	281%&-26%[activator]	1.8%&2.5%	-6%&2%	1%&-1%	2%[57.1 µM]	-25%&4%
CCOc1ccc(Nc2oc(-c3ccc(COc4ccccc4C)o3)nc2C#N)cc1	12%	-5%	8%	-21%	0.0%	-8%	3%	22%	-6%
CC1=C(C(=O)OC2CCCCC2)C(c2ccc(C)o2)C2=C(CC(C)(C)CC2=O)N1 (stereo not given)	?	-20%	-3%	-1%	2.0%	-5%	0%	7%	-49%
O=C(COc1ccc(Cl)cc1Cl)N(C1CCCCC1)C1CCS(=O)(=O)C1 (stereo not given)	11%	-23%	-2%	-5%	-0.4%	-3%	2%	-4%	-4%

Some of the entries above in a different format.
structure | rTrxR1 inhibitor | USP1-UAF1 inh | IDH1 R132H inh | ALOX12 inh | RXFP1 ag | Vif-APOBEC3G blk | Vif-A3F inh | TrxR1 substrate | RGS4 inhibitor
O=C(c1cccn(Cc2cccc(Cl)c2)c1=O)N1CCOCC1 | -9% | -3% | 6% | -14% | 0.6% | 3% | -12% | -8% | -12%
Cc1ccc(-n2ncc3c(=O)n(CC(N)=O)cnc32)cc1C | 22% | -20% | -6% | 5% | -1.5% | -1% | -12% | 10% | 7%

Following part:
SMILES	rTrxR1 inhibitor	USP1-UAF1 inh	IDH1 R132H inh	ALOX12 inh	RXFP1 ag	Vif-APOBEC3G blk	Vif-A3F inh	TrxR1 substrate	RGS4 inhibitor
CCOC(=O)c1cc(-c2cc(OC)c(OC)c(OC)c2)nc2c1c(=O)[nH]c(=O)n2Cc1ccccc1	-3%	-21%	-22%	-20%	?	0%	0%	9%	17%
CC(C)(C)CN1CCN(CCCc2ccccc2)C(CCO)C1 (stereo not given)	2%[57.1 µM]	-5%	7%	-6%	0.8%	0%	5%	8%[2.29 µM]	-4%
CCOC(=O)CSc1cc(CSc2ccccc2)nc(-c2ccccc2)n1	8%	-16%	1%	?	2.2%	-8%	-11%	0%[57.1 µM]	-21%
Cc1noc(C)c1C(=O)Nc1nc2ccc(Cl)cc2s1	31%	-5%	7%	-7%	-2.0%	3%	-8%	-1%	25%
Cc1nn(C)c(C(=O)Nc2ccc(Br)cc2F)c1Br	-11%	-14%	6%	-1%	-1.8%	0%	-1%	-7%	-20%
CC(=O)C1=C(O)C(=O)N(c2nccs2)C1c1ccccc1F (stereo not given)	-5%[57.1 µM]	-8%	6%	96%[activator]	30%	7%	7%	8%[57.1 µM]	-23%
COc1ccc2cc(OC)c(C(=O)N3CCOCC3)cc2c1	-2%[57.1 µM]	-10%	2%	-3%	0.5%	0%	-3%	45%[activator][57.1 µM]	6%
Cc1ccccc1CCNC(=O)c1ccc2c(c1)c(C)c(C)n2Cc1ccccc1	18%[57.1 µM]	?	0%	-11%	1.3%	0%	0%	3%[57.1 µM]	-32%
O=c1c2ccccc2nc2n1CC/C2=C/N1CCN(c2cccc(C(F)(F)F)c2)CC1	14µM*	-4%	7%	.	3.3%	-1%	0%	-1%	?
Cc1c(-c2cccc(NC(=O)c3ccco3)c2)nc2ncccn12	45%[activator][57.1 µM]	-19%	-6%	-1%	?	0%	-9%	430%[activator][57.1 µM]	0%
COc1ccc(NC(=O)c2ccc(NC(=O)CN3CCC(C(N)=O)CC3)cc2)cc1	12%[57.1 µM]	-16%	-1%	-14%	.	3%	-2%	6%[57.1 µM]	-12%
CC(C)c1nc(SCC(=O)Nc2ccc3c(c2)OCCO3)c2c(=O)n(C)c(=O)n(C)c2n1	39%	-20%	-6%	20%	0.8%	3%	-8%	5%[57.1 µM]	10%
COc1ccc(OCC(=O)N2CCN(C(=O)c3ccc(F)cc3)CC2)cc1	16%	-6%	-3%	10%	-1.0%	0%	2%	1%	16%
C[C@]12c3[nH]c4cc(-c5ccco5)ccc4c3CCN1C(=O)[C@@H](CC(=O)NCCC1=CCCCC1)C[C@@H]2C(=O)N1CCCCC1	-3%	-21%	-9%	?	.	-6%	-8%	13%	?
CC(=O)C1=C(O)C(=O)N(c2cccc(C(=O)O)c2)C1c1ccc(F)cc1 (stereo not given)	-5%	-5%	9%	-14%	3.7%	-1%	2%	-7%	-9%
CN1C(=O)C2(OCCCO2)c2cc(Cl)ccc21	27%[57.1 µM]	-17%	9%	?	0.5%	1%	-8%	11%[2.29 µM]	2%
O=S(=O)(CCN1CCN(c2ccccc2O)CC1)c1ccc(Cl)cc1	.	-28%	6%	-17%	.	0%	-10%	.	.
C/C(=N\NC(=O)c1cc(-c2cccs2)nc2ccccc12)c1ccccn1	-5%	-16%	1%	-10%	3.0%	-9%	-2%	34%[activator]	16%[11.4 µM]
COCCCn1c(SCC(=O)NC2CCS(=O)(=O)C2)nnc1-c1ccc(Cl)cc1 (stereo not given)	30%	-16%	-8%	i	4.3%	0%	5%	8%	3%
CC(=O)Nc1ccc(S(=O)(=O)Nc2ccc(-c3cn4c(C)csc4n3)cc2)cc1	5%[57.1 µM]	-13%	-14%	-11%	2.2%	-8%	-7%	0%[57.1 µM]	-6%
COCCCNC(=O)c1ccc(-c2nc(CS(=O)(=O)c3ccc(C)cc3)c(C)o2)cc1	14%	-19%	7%	-5%&-6%	-1.3%	-15%	-9%	121%[activator]	14%
CC(C)c1ccccc1-n1c(SCC(=O)N2CCN(c3ccccc3)CC2)nnc1-c1cccnc1	5%	-14%	1%	40%	-0.2%	-19%	-8%	1%	-2%
CCC(O)CNc1nc(-n2nc(C)cc2C)nc2sc3c(c12)CC(C)(C)OC3 (stereo not given)	-7%	-9%	0%	9%	0.6%	0%	3%	-4%	-16%

An excerpt; count on the stated rates, not on these rows.
